Bioassay records: PubChem, several laboratories
proCasp7 act: counter-screen for procaspase-3 activators: activators of human procaspase-7; P55210; recombinant procaspase-7, Ac-DEVD-pNA absorbance 405 nm; D23A/D198A/D206A triple mutant, cannot self-cleave; scale: DMSO 0, 5 µM enzyme 100; activation, % at 8.5 µM; actives 0.093% (n = 330,000); AID 463210;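 active means percent activation above the screen-wide mean plus 3 SD, cut at about 25% in these data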
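Assay system: Uncleavable procaspase-7 mutant enzyme; Input: 2 µM procaspase-7 mutant as dispensed; Also added: DEVD-pNA substrate; Medium: Zinc-free HEPES pH 7.4 with 300 mM NaCl, 0.01% Triton X-100; Timing: 1 h compound preincubation, 2 h substrate cleavage, 25 °C; Measured by: Epi-absorbance of released pNA at 405 nm, two timepoints.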
PP1 inh: counter-screen for PP5 inhibitors: inhibitors of human PP1-alpha | actives 0.9% (n = 320,000) | AID 2235 | P62136 | purified PP1alpha, OMFP fluorescence | inhibition, % at 6.7 µM;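 active means inhibition above the mean inhibition of all tested compounds plus 3 SD, computed separately for each screening campaign, cut at about 15% in these data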
GASC-1 inh: inhibitors of human GASC-1 (JMJD2C) demethylase | Q9H3R0 | GST-JMJD2C(1-420) H3K9me3 demethylation, DELFIA europium | inhibition, % at 2.35 µM | actives 0.069% (n = 330,000) | AID 2099;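 active means more than half of a compound's replicate wells show inhibition beyond 50%, single wells judged on their own value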;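 further: signal counts dimethyl H3K9 product captured on neutravidin plate; 0% = median of DMSO wells and 100% = 0.3 times that DMSO median; strong numbers were not always called active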
HCV core dimer: HCV core protein dimerization inhibition | TR-FRET GST/Flag-core106 dimerization, 1536-well | inhibition, % at 5 µM | actives 0.33% (n = 300,000) | AID 1899;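 active means inhibition above the mean of all tested compounds plus 3 SD, set per screening campaign, cut at about 45% in these data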
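Test system: GST/Flag-tagged HCV core106 proteins; Medium: KF-containing HEPES buffer, pH 7.45, DTT, CHAPS, BSA; Times: compound-protein-antibody incubation 4 h at 22.5 °C; Detection: TR-FRET 671 and 617 nm emission; Benchmarks: wells lacking GST-core106 and wells with excess unlabelled core106.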
procasp3 activ: activators of human procaspase-3 | P42574 | recombinant procaspase-3 D3A, Ac-DEVD-pNA absorbance 405 nm | activation, % at 8.5 µM | actives 0.11% (n = 330,000) | AID 463141;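 active means activation above the mean of all tested compounds plus 3 SD, cut at about 21% in these data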;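 further: 0% = DMSO alone and 100% = DMSO wells spiked with extra 5 µM PC-3 D3A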
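Assay system: Autoprocessing-dead procaspase-3 D3A mutant enzyme; also added: Ac-DEVD-pNA; doses: one concentration, 8.5 µM nominal, 0.8% DMSO; times: 1 h compound preincubation, 2 h substrate hydrolysis at 25 °C; technique: 405 nm absorbance of p-nitroaniline, reads at 0 and 120 min; measure: % activation between DMSO and enzyme-spiked controls; repeats: single replicate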
Fh CTSL1 inh: counter-screen for PFM18AAP inhibitors: inhibitors of F. hepatica cathepsin L1 | actives 0.49% (n = 300,000) | AID 1906 | recombinant F. hepatica cathepsin L1, Z-Leu-Arg-MCA fluorescence | inhibition, % at 5.96 µM;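 active means inhibition above the mean of all tested compounds plus 3 SD, set per screening campaign, cut at about 17% in these data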;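 further: 0% = plate median of test compound wells and 100% = 1 µM Z-Phe-Ala-diazomethylketone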
PP5 inh: PP5 (human) phosphatase inhibition; purified PP5c, OMFP substrate fluorescence; actives 0.18% (n = 320,000); P53041; inhibition, % at 6.7 µM;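 active means inhibition above the campaign's mean inhibition across all tested compounds plus 3 SD, cut at about 9.5% in these data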;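 further: 0% = DMSO only and 100% = 100 µM cantharidin control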
VLA-4 inh: inhibition in a human VLA-4 binding assay; P13612; VLA-4 expressing cells, ligand binding flow cytometry; inhibition, % (about 7 µM as worked out from the volumes in the protocol); actives 0.2% (n = 330,000); in the data active means inhibition above about 50%
Target sequence (P13612 whole entry, looked up): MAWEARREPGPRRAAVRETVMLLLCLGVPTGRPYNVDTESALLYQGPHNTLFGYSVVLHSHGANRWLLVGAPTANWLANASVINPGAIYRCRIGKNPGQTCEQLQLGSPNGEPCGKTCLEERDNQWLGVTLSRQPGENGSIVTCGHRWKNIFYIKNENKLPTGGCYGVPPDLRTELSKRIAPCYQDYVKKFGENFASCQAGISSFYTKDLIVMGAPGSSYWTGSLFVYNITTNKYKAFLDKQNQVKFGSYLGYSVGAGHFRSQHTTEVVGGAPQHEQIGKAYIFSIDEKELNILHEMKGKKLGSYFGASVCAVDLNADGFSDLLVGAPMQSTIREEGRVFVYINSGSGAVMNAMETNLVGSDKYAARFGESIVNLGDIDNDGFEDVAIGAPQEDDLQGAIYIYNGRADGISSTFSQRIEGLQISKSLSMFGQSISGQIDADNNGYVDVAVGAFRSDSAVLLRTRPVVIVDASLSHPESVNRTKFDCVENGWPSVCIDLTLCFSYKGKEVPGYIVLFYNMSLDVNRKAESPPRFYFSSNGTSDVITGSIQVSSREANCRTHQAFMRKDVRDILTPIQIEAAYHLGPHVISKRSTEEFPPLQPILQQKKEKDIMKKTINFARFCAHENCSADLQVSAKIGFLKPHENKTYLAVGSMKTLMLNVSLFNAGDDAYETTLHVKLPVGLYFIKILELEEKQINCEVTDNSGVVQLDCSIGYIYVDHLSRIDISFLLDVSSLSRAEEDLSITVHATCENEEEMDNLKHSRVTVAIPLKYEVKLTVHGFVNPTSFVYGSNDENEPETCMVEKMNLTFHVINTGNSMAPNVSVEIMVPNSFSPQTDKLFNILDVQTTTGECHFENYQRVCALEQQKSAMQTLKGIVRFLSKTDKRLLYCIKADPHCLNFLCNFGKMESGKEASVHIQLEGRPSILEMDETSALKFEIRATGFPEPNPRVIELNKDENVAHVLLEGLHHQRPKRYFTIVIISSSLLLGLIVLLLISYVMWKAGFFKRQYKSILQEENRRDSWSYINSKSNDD
GRK2 inh: blocks RNA aptamer binding to human GRK2; P25098; bead flow cytometry, FAM-aptamer displacement from GRK2; inhibition of aptamer binding, % at 10 µM; actives 0.59% (n = 330,000);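 active means inhibition of aptamer binding above 40%, roughly 3 SD of noise, on plates passing a quality check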;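 further: median bead fluorescence of bound FAM aptamer so fluorescent compounds give negative values; no value below 0 was filed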
* marks the source's active call; other numbers are inactive results; . = no result given.

SMILES | proCasp7 act | PP1 inh | GASC-1 inh | HCV core dimer | procasp3 activ | Fh CTSL1 inh | PP5 inh | VLA-4 inh | GRK2 inh
CCOc1ccc(CCNC(=O)c2ccc3nc(CC)c(CC)nc3c2)cc1 | 11 | -2 | 2 | 9 | -5 | 1 | 0.8 | 12 | 3
CC(=O)NCCNC(=O)c1oc2ccccc2c1CSc1ncn[nH]1 | 4 | 1 | -12 | -3 | 1 | -3 | -2.0 | 16 | 2
Cc1nc(Cc2nnc(SCC(=O)N3CCN(c4ccc(O)cc4)CC3)o2)cs1 | -13 | -4 | . | . | -10 | . | -0.5 | 1 | 0
COC(=O)CNc1ccc2c(c1)OCO2 | -34 | 2 | -5 | 9 | -34 | -2 | 2.4 | 8 | 0
Cc1nc(N2CCN(c3ccccc3)CC2)[nH]c(=O)c1Cc1ccccc1 | 11 | -5 | -17 | 7 | 2 | -1 | -0.7 | 6 | 0
CCCc1c(C(=O)O)cnn1-c1ccc(Cl)cc1 | 9 | -4 | -5 | 1 | -4 | -5 | -0.7 | 3 | 1
COCCNc1nc(-c2ccccc2)nc2ccccc12 | 5 | 6 | 3 | 3 | -3 | 2 | 0.5 | 7 | 1
CC(=O)c1ccc(NC(=O)N2CCN(c3ccc(C)cc3)C(C)C2)cc1 (centres undefined) | -5 | 5 | -24 | -6 | -5 | -2 | 1.5 | 6 | 1
CC1=C(C(=O)Nc2ccccc2)C2(CCCCC2)C(C#N)=C(SCC(N)=O)N1 | -5 | 2 | -6 | -7 | -3 | 1 | 2.5 | 14 | 4
NNC(=O)C(Cc1ccc(O)cc1)N1Cc2ccccc2C1=O (centres undefined) | -10 | 0 | 11 | 8 | -1 | -4 | 3.5 | 7 | 0
CN1CCN(Cc2c(C(=O)N3CCc4ccccc4C3)nc3ccc(Cl)cn23)CC1 | 12 | -2 | 4 | -7 | 6 | 2 | -0.6 | 5 | 0
COc1cccc(C(=O)N2CCN(S(C)(=O)=O)CC2)c1 | 8 | -3 | -4 | 2 | -5 | 1 | -1.3 | 1 | 1
O=S(=O)(Nc1ccc(F)cc1)c1cccc2nsnc12 | 1 | -5 | 2 | 7 | -2 | -1 | 2.3 | 6 | 1
Oc1ccc2ccc3cccc[n+]3c2c1 | -9 | -9 | -5 | 0 | -19 | 4 | -4.0 | -4 | 0
O=C(CCCn1c(SCC(=O)NC2CCCCC2)nc2ccccc2c1=O)NCC1CCCO1 (centres undefined) | 8 | 0 | -4 | -5 | 0 | 0 | -0.1 | 10 | 2
O=C(O)c1ccc(Nc2ccc(F)c(F)c2)c([N+](=O)[O-])c1 | -9 | 0 | 1 | -11 | 2 | -4 | -1.0 | 8 | 0
O=C(Nc1ccccc1)c1ccc(CN2CCc3ccccc3C2)cc1 | -1 | 1 | 13 | 3 | 4 | 3 | 0.4 | 5 | 100*
Cc1cc(OCC(=O)Nc2ccc(S(=O)(=O)N3CCN(C)CC3)cc2)ccc1Cl | 2 | -2 | -5 | -8 | 0 | -1 | 2.1 | 25 | 0
COc1ccc(NC(=O)CC2SC(N)=NC2=O)c([N+](=O)[O-])c1 (centres undefined) | 4 | -3 | 2 | 1 | -5 | 0 | 1.9 | 24 | 0
COc1ccc(Cc2nc3ccc(C(=O)NC(C)C)cc3o2)cc1 | 10 | 3 | 2 | 0 | -6 | -6 | 1.6 | -5 | 2
COc1ccc(-n2c(Cc3cccn3C)nnc2SCC(=O)NCc2ccccc2Cl)cc1 | -2 | 0 | -6 | 6 | -1 | 3 | 0.2 | -19 | 0
CCOCCCN1C(=O)C(O)=C(C(C)=O)C1c1cccs1 (centres undefined) | -4 | -1 | 9 | -1 | 0 | -4 | -0.1 | -5 | 0
O=C(c1cnn(-c2ccccc2)c1-n1cccc1)N1CCN(C2CCCCC2)CC1 | 9 | -1 | 7 | -2 | -12 | -4 | -0.7 | -13 | 0
COc1ccc(CCNC(=O)COC(=O)c2cc(S(=O)(=O)N3CCOCC3)ccc2C)cc1OC | 10 | . | 5 | . | 4 | . | . | -4 | 3
CCOc1ccc2nc(/N=C/c3nc(-c4ccc(Br)cc4)oc3O)sc2c1 | -2 | -3 | 1 | 18 | 12 | -3 | -0.5 | -5 | 0

Some of these compounds in order of their number in HCV core dimer, ascending:
Structure	HCV core dimer
COc1ccc(NC(=O)CC2SC(N)=NC2=O)c([N+](=O)[O-])c1 (centres undefined)	1
O=C(Nc1ccccc1)c1ccc(CN2CCc3ccccc3C2)cc1	3
CCOc1ccc(CCNC(=O)c2ccc3nc(CC)c(CC)nc3c2)cc1	9

The list continues.
SMILES | proCasp7 act | PP1 inh | GASC-1 inh | HCV core dimer | procasp3 activ | Fh CTSL1 inh | PP5 inh | VLA-4 inh | GRK2 inh
CS(=O)(=O)N1N=C(c2cccs2)CC1c1ccc(Cl)o1 (centres undefined) | 6 | -1 | 21 | -2 | 1 | 0 | 0.8 | 38 | 0
Cc1c(NC(=O)CSc2nnc(C(C)Oc3ccc(Cl)cc3)n2-c2ccccc2)c(=O)n(-c2ccccc2)n1C (centres undefined) | 0 | 5 | -1 | 2 | -8 | 1 | -1.1 | -3 | 0
Cc1nnc(-c2cccc(Br)c2)c2cn(-c3ccccc3)nc12 | 4 | -2 | -12 | 1 | 10 | -2 | 3.4 | -6 | 4
C/C(=N\Nc1ccc([N+](=O)[O-])cc1)c1cc2ccccc2o1 | -44 | -1 | -9 | -3 | -48 | 0 | 5.8 | -37 | 0
O=C(Cn1ccc(NC(=O)OCc2ccccc2)nc1=O)NCCN1CCOCC1 | 1 | -4 | 0 | . | 7 | . | -1.4 | 5 | 2
O=C(NC(NNc1ccc([N+](=O)[O-])cc1)(C(F)(F)F)C(F)(F)F)c1ccc(Cl)cc1 | -6 | 1 | -2 | 0 | -5 | -1 | 1.1 | 22 | 0
CCN=C1SC(CC(=O)Nc2ccc(N3CCOCC3)cc2)C(=O)N1CC (centres undefined) | 10 | -3 | 0 | -5 | -21 | -4 | 2.7 | 12 | 1
O=C(Cn1c(=O)c2c(ncn2Cc2ccccc2)n(Cc2ccccc2)c1=O)N1CCCC1 | 4 | -4 | 8 | 12 | -2 | -2 | 1.6 | 12 | 1
FC(F)(F)c1nnc2ccc(NCn3nnc4ccccc43)nn12 | -6 | -2 | -1 | -4 | -7 | 0 | 2.6 | -1 | 0
CCCc1n[nH]c2c1/C(=N\OCC)CC(C)(C)C2 | 8 | -4 | -5 | 2 | -8 | 3 | 2.1 | -5 | 1
CC/C=C\[C@H](O)[C@H](O)C1=C(C)C(=O)[C@]2(O1)C(=O)N[C@@](OC)(C(=O)c1ccccc1)C2O (some centres undefined) | -7 | -6 | -6 | -2 | -3 | 3 | 0.1 | -12 | 0
CCN(CC)c1ccc(C=Nc2ccccc2C)c(O)c1 | 3 | -4 | 6 | 1 | -2 | 4 | 3.1 | 16 | 3
Cc1ccc(S(=O)(=O)c2c(C)cc(C)nc2N2CCCC2)cc1 | 1 | -3 | -6 | -3 | 9 | 4 | -1.7 | -1 | 3
COC(=O)c1cc(C(=O)OCC(=O)c2ccc[nH]2)cc([N+](=O)[O-])c1 | 11 | -4 | -29 | . | 3 | . | 0.2 | 11 | 0
OC(CN1CCN(Cc2ccccc2)CC1)Cn1c2ccccc2c2ccccc21 (centres undefined) | 0 | 3 | 6 | -7 | -1 | 2 | 1.5 | -11 | 0
Cc1ccc(S(=O)(=O)N(C)CC(=O)OCC(=O)NC(c2ccccc2)c2ccccc2)cc1 | -5 | 0 | -1 | 3 | 0 | -37 | 4.1 | 11 | 5
COc1ccccc1C(=O)Nc1ccc(S(=O)(=O)N2CCC(C)CC2)cc1 | 10 | 0 | 5 | 16 | 1 | 0 | 0.9 | 11 | 0
Cc1ccc(C)c(-n2c(-c3ccco3)n[nH]c2=S)c1 | -4 | -6 | . | -1 | -14 | -2 | 2.0 | -5 | 0
COc1ccc(-n2ncc(C(C)NS(=O)(=O)c3cccs3)c2C)cc1 (centres undefined) | 4 | 0 | -9 | 5 | -4 | -12 | 0.0 | -16 | 1
CC(C)NC(=O)N(C)C[C@H]1Oc2ccc(NS(=O)(=O)c3cccs3)cc2C(=O)N([C@H](C)CO)C[C@@H]1C | 2 | . | . | . | 6 | . | . | -4 | 1
CC(=O)Nc1ccc(NC(=O)c2c(C)nn(Cc3ccccc3)c2Cl)cc1 | -2 | 3 | -6 | -3 | -4 | 3 | 1.9 | 17 | 1
CC(C)C(C(=O)Nc1ccc2c(c1)OCO2)N1C(=O)c2ccccc2C1=O (centres undefined) | -2 | 2 | . | 3 | 0 | 4 | 1.2 | 29 | 0
CCn1cc(CCC(=O)NCCc2ccccc2)c2ccccc21 | -9 | 2 | -21 | 1 | 4 | -7 | 2.0 | 6 | 2
O=C(Nc1ccc(-c2cn3ccsc3n2)cc1)c1ccc(F)c(S(=O)(=O)N2CCOCC2)c1 | 3 | 0 | -5 | 2 | -1 | 3 | 2.0 | -15 | 0
CC(=O)N1CCN(C(=O)c2ccc3c(c2)OCCO3)CC1 | 0 | 0 | -8 | -8 | 10 | 0 | 0.5 | 1 | 1
Carrying on:
SMILES | proCasp7 act | PP1 inh | GASC-1 inh | HCV core dimer | procasp3 activ | Fh CTSL1 inh | PP5 inh | VLA-4 inh | GRK2 inh
O=[N+]([O-])c1ccc(/C=N/NC(=S)Nc2ccccc2)o1 | -1 | 0 | -1 | 43 | -4 | 1 | 3.0 | -5 | 4
O=C(NCc1cccnc1)/C(=N\O)c1ccccc1 | -1 | -1 | -3 | -3 | 10 | 5 | -2.5 | 10 | 2
CCOc1ccc(S(=O)(=O)N2CCOCC2)cc1NC(=O)CSCC(=O)Nc1cccc(C)c1 | -3 | 7 | 1 | -11 | 13 | -1 | -9.0 | -4 | 0
CCOC(=O)Nc1ccc2c(c1)N(C(=O)CCN1CCN(C)CC1)c1ccccc1S2 | 5 | -2 | -1 | -6 | -3 | 1 | 4.9 | 18 | 0
O=C(c1ccc(Cl)s1)N1CCCC1 | -9 | -1 | 7 | 1 | -3 | 2 | 1.1 | 3 | 3
CCOC(=O)c1cc(C#N)c(N2CCN(C(=O)c3ccccc3)CC2)nc1C(F)(F)F | -4 | -4 | -3 | -5 | -5 | 8 | 2.3 | -1 | 0
Cn1cnc(S(=O)(=O)Nc2ccc(OC(F)(F)F)cc2)c1 | 12 | 1 | -16 | 0 | -5 | 0 | 1.5 | 6 | 1
COc1cc(C(=O)OCC(C)=O)c([N+](=O)[O-])cc1OC | 4 | -4 | -3 | 1 | 5 | -11 | -0.9 | 15 | 1

2 records picked at random from those above:
SMILES | proCasp7 act | PP1 inh | GASC-1 inh | HCV core dimer | procasp3 activ | Fh CTSL1 inh | PP5 inh | VLA-4 inh | GRK2 inh
CCOC(=O)c1cc(C#N)c(N2CCN(C(=O)c3ccccc3)CC2)nc1C(F)(F)F | -4 | -4 | -3 | -5 | -5 | 8 | 2.3 | -1 | 0
Cn1cnc(S(=O)(=O)Nc2ccc(OC(F)(F)F)cc2)c1 | 12 | 1 | -16 | 0 | -5 | 0 | 1.5 | 6 | 1
